# From PubChem BioAssay
# CTSL1 counter – Fasciola hepatica cathepsin L1 inhibitors, primary screen, counter-screen for PFM18AAP inhibitor project, biochemical, QFRET, fluorogenic peptide substrate; hit rate 0.49% among 300,000; recombinant F. hepatica cathepsin L1, Z-Leu-Arg-MCA fluorescence; inhibition, % at 5.96 µM;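 active = inhibition above the mean of all tested compounds plus 3 SD, set per screening campaign, cut at about 17% in these data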;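 note: 0% = plate median of test compound wells and 100% = 1 µM Z-Phe-Ala-diazomethylketone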
# procasp7 counter – procaspase-7 activators, primary screen, counter-screen for procaspase-3 activator project, biochemical, absorbance, HTS, human. Caspase-7 (Homo sapiens), P55210. recombinant procaspase-7, Ac-DEVD-pNA absorbance 405 nm; D23A/D198A/D206A triple mutant, cannot self-cleave; scale: DMSO 0, 5 µM enzyme 100. activation, % at 8.5 µM. AID 463210, 2010. hit rate 0.093% among 330,000;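 active = percent activation above the screen-wide mean plus 3 SD, cut at about 25% in these data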
#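 System: Procaspase-7 triple mutant (PC-7 D3A); measure: % activation from two-timepoint absorbance difference, scaled to controls; times: 1 h compound preincubation, 2 h substrate cleavage, 25 °C; also added: Ac-DEVD-pNA substrate, 400 µM as added; measured by: Epi-absorbance of released pNA at 405 nm, two timepoints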
# JMJD2C inh – inhibitors of GASC-1 histone demethylase, primary screen, biochemical, fluorescence, DELFIA europium. Lysine-specific demethylase 4C (Homo sapiens), Q9H3R0. GST-JMJD2C(1-420) H3K9me3 demethylation. hit rate 0.069% among 330,000. inhibition, % at 2.35 µM. AID 2099, 2009;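 active = more than half of a compound's replicate wells show inhibition beyond 50%, single wells judged on their own value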;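 note: signal counts dimethyl H3K9 product captured on neutravidin plate; 0% = median of DMSO wells and 100% = 0.3 times that DMSO median; strong numbers were not always called active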
# core dimer inh – inhibitors of HCV core protein dimerization, primary screen, biochemical, TR-FRET, high-throughput. TR-FRET GST/Flag-core106 dimerization, 1536-well. inhibition, % at 5 µM. hit rate 0.33% among 300,000;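 active = inhibition above the mean of all tested compounds plus 3 SD, set per screening campaign, cut at about 45% in these data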
#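 Material: GST/Flag-tagged HCV core106 proteins. Incubation: 4 h, 22.5 °C incubation. Read-out basis: inhibition (%) from 671 over 617 nm ratio. Measured by: TR-FRET, excitation 340 nm, emission 617 and 671 nm.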
# PP1 counter – PP1-alpha phosphatase inhibitors, primary screen, counter-screen for PP5 inhibitor project, biochemical, fluorescence, OMFP substrate, single point; purified PP1alpha; hit rate 0.9% among 320,000; Serine/threonine-protein phosphatase PP1-alpha catalytic subunit (Homo sapiens), P62136; inhibition, % at 6.7 µM;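 active = inhibition above the mean inhibition of all tested compounds plus 3 SD, computed separately for each screening campaign, cut at about 15% in these data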
# procasp3 activ – activators of human procaspase-3 D3A mutant, primary screen, biochemical, absorbance, PC-3 D3A mutant, single concentration; Caspase-3 (Homo sapiens), P42574; recombinant procaspase-3 D3A, Ac-DEVD-pNA absorbance 405 nm; activation, % at 8.5 µM; hit rate 0.11% among 330,000;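 active = activation above the mean of all tested compounds plus 3 SD, cut at about 21% in these data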;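 note: 0% = DMSO alone and 100% = DMSO wells spiked with extra 5 µM PC-3 D3A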
#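 Assay system – Procaspase-3 D3A mutant, all three cleavage aspartates alanine · Controls – DMSO-only low control, 5 µM PC-3 D3A high control · Schedule – 1 h compound preincubation, 2 h substrate hydrolysis at 25 °C · Signal – 405 nm absorbance of p-nitroaniline, reads at 0 and 120 min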
# VLA-4 inh – inhibition in human VLA-4 binding assay, primary screen, VLA-4 allosteric modulator project, MLPCN library, flow cytometry, VLA-4 expressing cells | Integrin alpha-4 (Homo sapiens), P13612 | ligand binding flow cytometry | inhibition, % (about 7 µM as worked out from the volumes in the protocol) | hit rate 0.2% among 330,000 | AID 2557, 2010; in the data active = inhibition above about 50%
# Target sequence (P13612 whole entry, looked up): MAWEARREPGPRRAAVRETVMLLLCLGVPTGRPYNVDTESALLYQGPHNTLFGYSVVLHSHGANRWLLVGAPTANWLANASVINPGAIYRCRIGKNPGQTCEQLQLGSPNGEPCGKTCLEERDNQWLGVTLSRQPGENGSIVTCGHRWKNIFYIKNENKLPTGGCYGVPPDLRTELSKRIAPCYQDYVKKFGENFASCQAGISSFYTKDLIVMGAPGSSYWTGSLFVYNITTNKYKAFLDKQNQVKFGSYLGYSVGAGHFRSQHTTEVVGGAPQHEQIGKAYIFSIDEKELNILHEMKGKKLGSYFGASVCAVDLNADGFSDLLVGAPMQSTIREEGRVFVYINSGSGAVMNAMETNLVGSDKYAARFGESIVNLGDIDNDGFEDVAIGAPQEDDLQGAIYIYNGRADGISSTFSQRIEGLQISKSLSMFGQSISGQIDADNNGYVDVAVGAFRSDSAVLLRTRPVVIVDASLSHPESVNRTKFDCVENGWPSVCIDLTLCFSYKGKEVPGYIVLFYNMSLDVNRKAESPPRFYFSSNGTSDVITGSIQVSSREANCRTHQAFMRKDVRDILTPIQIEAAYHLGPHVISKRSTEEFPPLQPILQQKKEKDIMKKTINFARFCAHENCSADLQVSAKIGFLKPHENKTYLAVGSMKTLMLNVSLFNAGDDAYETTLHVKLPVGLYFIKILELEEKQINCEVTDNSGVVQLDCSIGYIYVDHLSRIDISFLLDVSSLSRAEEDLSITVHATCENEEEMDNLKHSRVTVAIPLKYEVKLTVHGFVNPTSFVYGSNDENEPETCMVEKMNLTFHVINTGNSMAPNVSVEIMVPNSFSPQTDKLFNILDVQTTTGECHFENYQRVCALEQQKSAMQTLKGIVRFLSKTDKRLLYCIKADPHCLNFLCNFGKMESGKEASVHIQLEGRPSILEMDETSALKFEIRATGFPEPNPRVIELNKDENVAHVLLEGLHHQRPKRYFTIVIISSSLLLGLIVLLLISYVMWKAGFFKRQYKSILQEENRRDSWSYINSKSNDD
# GRK2 aptamer HTS – compounds blocking aptamer binding on GRK2 – biochemical, human GRK2, bead flow cytometry, HTS, primary screen; Beta-adrenergic receptor kinase 1 (Homo sapiens), P25098; FAM-aptamer displacement from GRK2; inhibition of aptamer binding, % at 10 µM; hit rate 0.59% among 330,000;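 active = inhibition of aptamer binding above 40%, roughly 3 SD of noise, on plates passing a quality check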;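 note: median bead fluorescence of bound FAM aptamer so fluorescent compounds give negative values; no value below 0 was filed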
# PP5 primary – PP5 phosphatase inhibitors, primary screen, biochemical, fluorescence; Serine/threonine-protein phosphatase 5 (Homo sapiens), P53041; purified PP5c, OMFP substrate fluorescence; inhibition, % at 6.7 µM; hit rate 0.18% among 320,000;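 active = inhibition above the campaign's mean inhibition across all tested compounds plus 3 SD, cut at about 9.5% in these data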;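 note: 0% = DMSO only and 100% = 100 µM cantharidin control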
# * hit, by the source's call; i = inactive; nt = no result given. Hits appear at their usual frequency (roughly 2.6% active in at least one column).
entry	molecule	CTSL1 counter	procasp7 counter	JMJD2C inh	core dimer inh	PP1 counter
1	Cc1nc(C)c(C(=O)C2=C(O)C(=O)N(CCN3CCOCC3)C2c2cccs2)s1 (stereo not given)	3	-6	8	-2	-2
2	c1csc(CNc2nc(-c3cccs3)nc3ccccc23)c1	0	0	0	7	0
3	Cc1cc2ncn(C(=O)c3c(-c4ccccc4Cl)noc3C)c2cc1C	3	-4	3	6	-4
4	Cc1cc(C)c(C(=O)CN2C(=O)NC3(CCCCCC3)C2=O)cc1C	5	-3	-3	7	2
5	NS(=O)(=O)c1cc2c(cc1Cl)NC(CSCc1ccccc1)=NS2(=O)=O	2	6	-3	-5	5
6	O=C(O)CCn1c(SCCOc2ccccc2)nc2ccccc21	1	-11	-5	-19	4
7	CC1C(=O)Nc2ccc(S(=O)(=O)N3CCc4ccccc4C3)cc2NC1=O (stereo not given)	6	-1	-8	2	1
8	CCOC(=O)N1CCN(c2cc3[nH]c(=S)[nH]c3cc2F)CC1	6	-6	-2	0	3

entry	procasp3 activ	VLA-4 inh	GRK2 aptamer HTS	PP5 primary
1	3	7	1	-0.4
2	8	i	1	3.4
3	3	-5	4	2.8
4	1	9	1	1.6
5	-1	22	1	-0.3
6	-6	-11	nt	-0.8
7	3	4	1	0.1
8	-2	4	3	-0.4

# New compounds follow:
entry	molecule	CTSL1 counter	procasp7 counter	JMJD2C inh	core dimer inh	PP1 counter
9	CC1(C)CC(=O)C2=C(C1)N(Cc1cccnc1)C(=O)C2(NC(=O)c1ccc(F)cc1)C(F)(F)F (stereo not given)	-1	13	13	-1	-1
10	O=c1cc(N2CCCCC2)c(-c2ccccc2)nn1Cc1c(Cl)cccc1Cl	1	4	0	20	9
11	CCn1cc(C2=NC(C)CO2)c2ccccc21 (stereo not given)	5	-6	7	-1	-5
12	Cc1nccn1CC(O)COc1ccc([N+](=O)[O-])cc1 (stereo not given)	-3	-2	-17	-2	1
13	Cc1ccc(S(=O)(=O)NC(CC(C)C)C(=O)N2CCCC2)cc1 (stereo not given)	3	-3	34	-21	2
14	CC(C)N1CCN(CC#Cc2ccccc2)CC1CCO (stereo not given)	6	-1	-10	1	-4
15	O=C(COc1ccc2c(c1)C(=O)CC1(CCCCC1)O2)NCc1ccccn1	-5	-6	-12	4	3
16	O=C1CC(c2ccco2)CC(O)=C1C=Nc1cc(Cl)ccc1O (stereo not given)	3	-8	7	14	5

entry	procasp3 activ	VLA-4 inh	GRK2 aptamer HTS	PP5 primary
9	2	10	0	-2.0
10	-2	27	1	2.4
11	2	-1	4	3.9
12	-4	7	0	0.8
13	-1	-7	3	1.6
14	-1	1	1	0.4
15	-4	5	10	2.8
16	0	2	6	-1.2

# More structures:
entry	molecule	CTSL1 counter	procasp7 counter	JMJD2C inh	core dimer inh	PP1 counter
17	COCCNC(=O)C1Cc2c(ccc3ccccc23)O1 (stereo not given)	-2	4	3	-2	-4
18	COc1ccccc1C(=O)Nc1ccnn1C1CCN(C(=O)C2CCOC2)CC1 (stereo not given)	4	5	0	-4	-3
19	NC(=S)N=Nc1c(O)[nH]c2c(Br)cc(Br)cc12	3	5	-17	1	2
20	O=C(CSc1nnc(-c2cccs2)n1Cc1ccccc1)N1CCc2ccccc2C1	-24	4	0	22	3
21	CCC(C)NC(=O)c1cnn2c(C)c3c(nc12)CCCC3 (stereo not given)	9	-8	16	3	-2
22	O=C(Nc1ccccc1)Nc1ccccc1C(=O)NCc1ccco1	3	-12	-5	1	-8
23	O=C(COC(=O)c1cc(S(=O)(=O)NCc2ccccc2)ccc1O)NCc1ccccc1	4	4	16	-1	5
24	COC(=O)c1sc(S(=O)(=O)Nc2ccc(C)c(C)c2)c(C(=O)OC)c1C	1	-13	-9	4	0

entry	procasp3 activ	VLA-4 inh	GRK2 aptamer HTS	PP5 primary
17	-6	3	4	-0.1
18	4	8	0	-2.7
19	-6	6	1	-0.3
20	5	22	7	2.3
21	-8	-10	0	1.7
22	-5	-2	0	-0.1
23	5	-14	0	1.4
24	10	2	0	2.2

# Brought forward from above: six compounds, followed by the next part.
entry	molecule	CTSL1 counter	procasp7 counter	JMJD2C inh	core dimer inh	PP1 counter
19	NC(=S)N=Nc1c(O)[nH]c2c(Br)cc(Br)cc12	3	5	-17	1	2
20	O=C(CSc1nnc(-c2cccs2)n1Cc1ccccc1)N1CCc2ccccc2C1	-24	4	0	22	3
21	CCC(C)NC(=O)c1cnn2c(C)c3c(nc12)CCCC3 (stereo not given)	9	-8	16	3	-2
22	O=C(Nc1ccccc1)Nc1ccccc1C(=O)NCc1ccco1	3	-12	-5	1	-8
23	O=C(COC(=O)c1cc(S(=O)(=O)NCc2ccccc2)ccc1O)NCc1ccccc1	4	4	16	-1	5
24	COC(=O)c1sc(S(=O)(=O)Nc2ccc(C)c(C)c2)c(C(=O)OC)c1C	1	-13	-9	4	0
25	COc1ccc(CN(Cc2ccc(OC)cc2)S(=O)(=O)c2ccc(-n3cnnn3)c(C)c2)cc1	0	0	4	4	3
26	Cc1cc(C(=O)N2CCCC(N3CCN(c4cccc(Cl)c4)CC3)C2)nn1C (stereo not given)	1	4	-2	-6	0
27	O=C(N/N=C/c1ccc(OC(F)F)cc1OC(F)F)c1cccc(S(=O)(=O)N2CCOCC2)c1	-5	1	-11	-1	-3
28	CCc1ccccc1S(=O)(=O)c1c(C)cc(C)nc1Cl	0	4	6	-9	-1
29	COc1ccc2oc(C(=O)Nc3ccc(N4CCOCC4)cc3)c(C)c2c1	4	-6	-7	86*	8
30	CC(OC(=O)c1cccnc1Cl)C(=O)Nc1ccc2c(c1)OCCO2 (stereo not given)	-14	0	2	-5	-1
31	CC1(NC(=S)Nc2ccc3ccccc3c2)CCS(=O)(=O)C1 (stereo not given)	0	-13	12	5	2
32	O=C(NCCc1ccc(F)cc1)c1ccc2c(=O)n3c(nc2c1)CCC3	2	2	4	-2	-2

entry	procasp3 activ	VLA-4 inh	GRK2 aptamer HTS	PP5 primary
19	-6	6	1	-0.3
20	5	22	7	2.3
21	-8	-10	0	1.7
22	-5	-2	0	-0.1
23	5	-14	0	1.4
24	10	2	0	2.2
25	5	14	0	2.4
26	-2	7	5	-0.4
27	6	12	1	0.2
28	1	-2	2	-1.1
29	-7	-11	3	7.7
30	-3	2	4	0.8
31	-4	2	1	2.6
32	-3	13	0	2.6

# (list continues)
entry	molecule	CTSL1 counter	procasp7 counter	JMJD2C inh	core dimer inh	PP1 counter
33	CCOc1ccc(N(CC(=O)Nc2ccccc2C(=O)NCc2ccco2)S(C)(=O)=O)cc1	1	9	3	-2	3
34	CC(C)N1CCC(N2CCN(C/C=C/c3ccccc3)CC2CCO)CC1 (stereo not given)	0	-7	8	-1	4
35	Cc1ccc(C)c(CN2CCCN(C(=O)Cn3ncc4c3-c3ccccc3OC4)C2)c1	-4	10	-2	5	-4
36	COc1ccc(C(=O)Nc2ccccc2C(=O)N(Cc2ccco2)C(C(N)=O)C(C)C)cc1 (stereo not given)	38*	-5	2	3	2
37	Cc1ccc(S(=O)(=O)N2CCCCC2)cc1NC(=O)c1ccccc1Cl	nt	8	1	nt	nt
38	Fc1ccccc1Cc1ccc(Cl)nn1	6	-6	-13	2	-12
39	CCN(C(=O)CSc1nnc(-c2ccncc2)o1)c1ccccc1	-1	6	33	-2	-3
40	CC(=O)N[C@@H](C)C(=O)N1CCC(n2nccc2NC(=O)CCCc2ccccc2)CC1	2	8	11	-1	-4

entry	procasp3 activ	VLA-4 inh	GRK2 aptamer HTS	PP5 primary
33	1	-4	0	1.7
34	2	22	0	1.5
35	-6	5	0	4.0
36	9	10	2	0.0
37	7	-8	1	nt
38	-9	-5	0	-9.2
39	3	nt	0	2.9
40	-3	2	0	-1.5

# Continued:
entry	molecule	CTSL1 counter	procasp7 counter	JMJD2C inh	core dimer inh	PP1 counter
41	COc1ccc(CCNC(=O)c2cc(COc3c(F)cccc3F)on2)c(OC)c1	2	3	-16	-3	2
42	Cc1cc(C(=O)NCC(=O)OCC(=O)N2CCCCCC2)ccc1[N+](=O)[O-]	-13	2	8	-1	0
43	COc1ccc(Cl)cc1NC(=O)CN(C)C(=O)c1cc(C)oc1C	nt	6	3	nt	2
44	O=C(O)Cc1c[nH]c2ccccc12	4	5	-13	-2	-6
45	CC1CCCCC1NC(=O)CSc1nnc(COc2ccccc2Cl)o1 (stereo not given)	1	11	15	0	2
46	NC(=O)c1cc([N+](=O)[O-])ccc1NCc1cccnc1	0	3	15	-1	-2
47	O=C(CCN1C(=O)C2CCCCC2C1=O)N1CCN(S(=O)(=O)c2ccccc2)CC1 (stereo not given)	2	5	-3	0	33*
48	CCc1ccc(CN2CCC(N3CCC(C(=O)N4CCCC4)CC3)CC2)o1	0	4	2	4	-2

entry	procasp3 activ	VLA-4 inh	GRK2 aptamer HTS	PP5 primary
41	4	7	2	3.9
42	6	6	0	0.0
43	5	17	4	-2.3
44	3	6	0	2.9
45	0	9	0	3.9
46	-2	3	0	0.4
47	-4	3	0	2.0
48	1	-105	0	-0.3

# Additional compounds:
entry	molecule	CTSL1 counter	procasp7 counter	JMJD2C inh	core dimer inh	PP1 counter
49	O=C(N/N=C/c1ccc(-c2cccc([N+](=O)[O-])c2)o1)[C@H]1C[C@@H]1c1ccccc1	2	4	6	19	5
50	COc1ccc(N2CCN(C(=O)C3=NNC(=O)CC3)CC2)cc1	4	3	11	-6	-8
51	Cc1cnc(C(=O)N2CCCC(C(=O)c3cccc(OC(C)C)c3)C2)cn1 (stereo not given)	8	0	4	-1	4
52	COc1ccc(-n2c(=O)cc(N3CCOCC3)[nH]c2=O)cc1	-1	13	8	-1	-1

entry	procasp3 activ	VLA-4 inh	GRK2 aptamer HTS	PP5 primary
49	-1	2	4	4.7
50	-1	-6	1	-5.0
51	7	4	0	-1.0
52	2	9	3	-0.1

# Two records drawn at random from those above:
entry	molecule	CTSL1 counter	procasp7 counter	JMJD2C inh	core dimer inh	PP1 counter
52	COc1ccc(-n2c(=O)cc(N3CCOCC3)[nH]c2=O)cc1	-1	13	8	-1	-1
51	Cc1cnc(C(=O)N2CCCC(C(=O)c3cccc(OC(C)C)c3)C2)cn1 (stereo not given)	8	0	4	-1	4

entry	procasp3 activ	VLA-4 inh	GRK2 aptamer HTS	PP5 primary
52	2	9	3	-0.1
51	7	4	0	-1.0
